V-ATPase pH: regulators of yeast V-ATPase proton transport; S. cerevisiae, pHLuorin cytosolic pH fluorescence; response, % at 10 µM; actives 0.37% (n = 350,000); AID 504577; in the data active = response mostly above about 7.3%, no sharp cut-off; inactive = mostly below about 5.4%; also: actives read high; inactives centre near 0; some compounds called inactive have numbers as strong as hits
CAL PDZ FP-1: CAL PDZ (human) peptide binding inhibition; inhibition, % at 24.9 µM; Q9HD26; actives 0.92% (n = 300,000); AID 602252; purified CAL PDZ, TMR-peptide fluorescence polarization, 1 h;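 active = mean inhibition of at least 30% with at least half of replicates also reaching 30%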;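 also: 0% = DMSO neutral control and 100% = excess unlabeled competitor peptide PRC23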
Tat export inh: inhibitors of E. coli Tat protein transport; E. coli MC4100 TorA-mCherry Tat export, fluorescence; inhibition, % at 10 µM; actives 0.036% (n = 340,000); AID 488895;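 active = mean replicate inhibition at least 50% and at least half of replicates individually reaching 50%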;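 also: exported cargo escapes ClpAP degradation while cytoplasmic cargo is degraded and loses fluorescence; 0% = median of neutral control wells and 100% = median of NaSCN control wells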
CAL PDZ FP-2: inhibitors of human CAL PDZ peptide binding; Q9HD26; purified CAL PDZ, TMR-peptide fluorescence polarization, 1 h; inhibition, % at 20 µM; actives 0.02% (n = 330,000); AID 504414;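 active = highest replicate inhibition of at least 40%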;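 also: plate controls were DMSO neutral control wells for no effect and unlabeled competitor peptide control wells for full effect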
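Test system: tagged CAL PDZ domain / Buffer or medium: sodium phosphate/NaCl buffer pH 7.4 with TCEP, IgG, Thesit / Reagent: TMR-labelled reporter peptide T*-PRC34 bound in PDZ groove / Compound dosing: single point, 20 µM / Schedule: 1 h incubation at room temperature before polarization reading / Technique: fluorescence polarization (mP) / Benchmarks: unlabelled peptide, DMSO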
dFosB act: activators of mouse delta FosB homodimer; P13346; purified delta FosB, TAMRA-CDK5 oligo fluorescence polarization; percent of positive-control signal above neutral wells; activation, % at 25 µM; actives 0.99% (n = 340,000);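 active = mean activation above about 17%, with every replicate also reaching it, limit read from the data, passing the limit was not always enough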;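 also: fluorescence polarization rise as delta FosB binds a TAMRA Cdk5 AP-1 oligo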
Target sequence (P13346 whole entry, looked up): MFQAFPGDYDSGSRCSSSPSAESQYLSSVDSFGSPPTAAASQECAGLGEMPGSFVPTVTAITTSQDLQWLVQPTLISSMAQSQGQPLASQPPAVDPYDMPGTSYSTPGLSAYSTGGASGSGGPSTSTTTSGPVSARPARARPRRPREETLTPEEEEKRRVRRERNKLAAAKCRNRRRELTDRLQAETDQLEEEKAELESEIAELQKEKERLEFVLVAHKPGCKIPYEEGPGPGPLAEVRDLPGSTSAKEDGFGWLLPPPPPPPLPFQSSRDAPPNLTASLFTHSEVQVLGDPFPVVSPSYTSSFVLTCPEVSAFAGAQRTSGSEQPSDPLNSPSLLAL
Wnt bcat act: activators of Wnt/beta-catenin signaling | Wnt/beta-catenin reporter cell assay, activator, plate reader | activation, % at 9.35 µM | actives 1.2% (n = 300,000) | AID 743398; in the data active = activation above about 30%, passing the limit was not always enough;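 also: 0% = neutral control wells and 100% = positive control wells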
CDK5 p35 inh: CDK5/p35 (human) kinase inhibition. Q00535+Q15078. Recombinant CDK5/p35, ADP-Glo luminescence, 60 min. inhibition, % at 10 µM. actives 0.01% (n = 330,000). AID 488839;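 active = highest replicate inhibition of at least 50% and at least 75% of replicates reaching 50%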;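 also: plate controls were DMSO neutral control for no effect and GW8510 at 10 µM for full effect; many of its hits are not listed in these tables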
Target sequence (Q00535 whole entry, looked up): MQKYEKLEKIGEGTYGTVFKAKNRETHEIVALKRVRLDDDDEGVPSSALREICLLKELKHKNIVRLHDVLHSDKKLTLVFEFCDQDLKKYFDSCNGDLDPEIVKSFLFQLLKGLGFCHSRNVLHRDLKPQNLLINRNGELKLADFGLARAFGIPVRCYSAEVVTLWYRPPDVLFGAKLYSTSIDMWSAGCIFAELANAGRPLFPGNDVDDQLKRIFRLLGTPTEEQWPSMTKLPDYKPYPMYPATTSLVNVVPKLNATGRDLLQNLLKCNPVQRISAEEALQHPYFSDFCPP
Target sequence (Q15078 whole entry, looked up): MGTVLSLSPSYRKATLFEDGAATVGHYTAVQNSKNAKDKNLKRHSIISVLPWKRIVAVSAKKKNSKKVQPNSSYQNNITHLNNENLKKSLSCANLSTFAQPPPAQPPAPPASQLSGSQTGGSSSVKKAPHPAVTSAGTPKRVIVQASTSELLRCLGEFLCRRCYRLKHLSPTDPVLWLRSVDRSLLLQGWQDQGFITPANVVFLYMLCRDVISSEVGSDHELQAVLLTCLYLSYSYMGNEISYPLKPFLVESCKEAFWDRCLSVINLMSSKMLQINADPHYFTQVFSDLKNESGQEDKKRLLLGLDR
MITF TRPM1 HTS: activators of MITF-driven TRPM1 promoter activity in SK-MEL-5 cells. SK-MEL-5 TRPM1-promoter luciferase, 24 h; % of positive control, neutral wells = 0. activation, % at 12.5 µM. actives 0.75% (n = 300,000);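 active = mean activation of at least 80% with every replicate also reaching 80%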;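 also: 0% = neutral control wells and 100% = parthenolide positive control wells; values of inactives mirror those of a sister screen read the other way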
Rtt109 HAT inh: blocks Candida albicans Rtt109/Vps75 acetyltransferase activity. purified Rtt109/Vps75, ThioGlo CoA-SH fluorescence, 4 h. actives 0.16% (n = 330,000). inhibition, % at 34.9 µM. AID 540336;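 active = inhibition of at least 50% in every replicate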
RTF Ca sens act: cardiac RTF calcium sensitization. P19429+P45379. IANBD-labeled TnC RTF fluorescence at EC20 calcium; 0% EC20 calcium, 100% full calcium. activation, % at 7.2 µM. actives 0.24% (n = 340,000). AID 493008;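 active = activation above the mean over all tested compounds plus 3 SD, cut at about 30% in these data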;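 also: rise in fluorescence read as greater calcium sensitivity of cardiac thin filaments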
* = called active by the depositor; / = no result given. Hits appear at their usual frequency; any-hit rate near 4.1%.

Preview, 7 compounds:
Fields: V-ATPase pH	CAL PDZ FP-1	Tat export inh	CAL PDZ FP-2	dFosB act	Wnt bcat act	CDK5 p35 inh	MITF TRPM1 HTS	Rtt109 HAT inh	RTF Ca sens act
- C/C=N/NC(=O)CCCC(=O)N/N=C/C
 : -1	15	-7	-0.7	9	-4	-0.1	-8	-10	1
- Cc1n[nH]c(=S)c2nn(-c3ccccc3F)c(C)c12
 : 0	-7	-5	/	1	/	1.3	11	-14	-2
- COc1ccc2c(=O)cc(CO)oc2c1
 : 2	-4	4	-3.1	-14	-2	-0.6	-1	-8	-1
- O=C(c1c(F)cccc1F)N1CCC(O)(c2cccnc2)CC1
 : -1	-1	-8	-1.7	4	/	-0.4	-11	2	-1
- CCN(Cc1ccccc1)C(=O)/C=C/c1ccccc1[N+](=O)[O-]
 : 0	-2	6	-0.6	-1	/	-0.9	-9	-3	-2
- CSc1ccc(CN2CCC(CO)(Cc3ccc(Cl)cc3)CC2)cc1
 : -5	-4	0	-2.0	-4	-11	-2.1	-20	5	0
- COC(=O)c1ccc(NC(=O)C(=O)N2CCN(C(=S)NCCc3ccccc3)CC2)cc1
 : 3	-4	-4	-2.3	-9	/	1.4	20	10	2

Results, from the start:
Fields: V-ATPase pH	CAL PDZ FP-1	Tat export inh	CAL PDZ FP-2	dFosB act	Wnt bcat act	CDK5 p35 inh	MITF TRPM1 HTS	Rtt109 HAT inh	RTF Ca sens act
- C/C=N/NC(=O)CCCC(=O)N/N=C/C
 : -1	15	-7	-0.7	9	-4	-0.1	-8	-10	1
- Cc1n[nH]c(=S)c2nn(-c3ccccc3F)c(C)c12
 : 0	-7	-5	/	1	/	1.3	11	-14	-2
- COc1ccc2c(=O)cc(CO)oc2c1
 : 2	-4	4	-3.1	-14	-2	-0.6	-1	-8	-1
- O=C(c1c(F)cccc1F)N1CCC(O)(c2cccnc2)CC1
 : -1	-1	-8	-1.7	4	/	-0.4	-11	2	-1
- CCN(Cc1ccccc1)C(=O)/C=C/c1ccccc1[N+](=O)[O-]
 : 0	-2	6	-0.6	-1	/	-0.9	-9	-3	-2
- CSc1ccc(CN2CCC(CO)(Cc3ccc(Cl)cc3)CC2)cc1
 : -5	-4	0	-2.0	-4	-11	-2.1	-20	5	0
- COC(=O)c1ccc(NC(=O)C(=O)N2CCN(C(=S)NCCc3ccccc3)CC2)cc1
 : 3	-4	-4	-2.3	-9	/	1.4	20	10	2
- O=C(OCc1cc2ccccc2[nH]c1=O)C1CCCCC1
 : 4	-6	-7	/	-7	/	-0.1	4	1	0
- CCOC(=O)c1ccccc1NC(=O)CC1SC(=NC)N(C)C1=O (stereo unspecified)
 : 0	-5	-1	-0.9	0	/	3.3	6	-7	3
- COc1cc(OC)c(NC(=O)c2sc3ncn(CC(=O)N4CCN(c5ccccn5)CC4)c(=O)c3c2C)cc1Cl
 : -3	-2	-3	-1.3	24*	-2	2.8	8	-4	2
- COc1ccc(C2=NNC(c3ccco3)=Nc3ccc(F)cc32)cc1
 : -3	4	-2	-0.7	-5	-1	-0.3	-6	1	2
- NNC(=O)/C(=C\c1ccc(Br)cc1)NC(=O)c1cccs1
 : 0	-4	-10	-2.1	2	-1	0.8	-21	1	-2
- Cc1cc(C)nc(NS(=O)(=O)c2ccc(N3C(=O)C4CC=C(Cl)CC4C3=O)cc2)n1 (stereo unspecified)
 : -3	/	4	-0.5	-4	-4	-0.3	-2	12	1
- CCOC(=O)N1CCC(NC(=O)c2ccc(CNS(=O)(=O)c3ccc(F)cc3)cc2)CC1
 : -3	/	0	-1.1	-8	-2	0.6	0	2	0
- COc1ccccc1N1CCN(C(=O)c2cc3cc(Br)ccc3oc2=O)CC1
 : 2	5	-10	-0.6	-13	-1	-1.2	/	4	0
- Cc1ccccc1-c1nnc(SCC(=O)N(C)C2CCS(=O)(=O)C2)n1C (stereo unspecified)
 : -6	-18	-7	-2.7	-2	-2	-0.8	-4	/	2
- O=S(=O)(Nc1cccc(-n2cnnn2)c1)c1cc(Br)ccc1Br
 : -5	-4	-3	-1.2	-18	2	-0.3	-5	-2	-1
- COc1ccc(OC)c(NC(=O)CSc2nncc3ccccc23)c1
 : 7	/	5	-0.1	-5	0	2.5	-8	17	-2
- O=C(Nc1cccc2ccccc12)c1ccc(Br)o1
 : -4	-5	1	-1.0	0	/	-0.2	3	0	1
- Cc1ccc(/C=C2\OC(=O)c3ccccc32)cc1
 : -1	/	6	-1.1	-6	22	0.1	32	-21	-3
- N#Cc1ncccc1CCc1cccc(Cl)c1
 : 2	-4	-9	0.0	-3	0	1.7	44	1	-4
- Cc1cc(=O)oc2cc(OC(C)C(=O)NCc3ccccn3)ccc12 (stereo unspecified)
 : -1	-3	-13	-1.5	-3	-1	-2.4	-8	-3	4
- COC(=O)[C@@]1(C)[C@H]2C(=O)N(Cc3ccccc3)C(=O)[C@H]2[C@H]2CN=C(SC)N21
 : -1	-1	-11	0.2	-5	-2	0.1	8	4	-3
- COc1ccc(CC(=O)Nc2oc(-c3ccccc3)c(-c3ccccc3)c2C#N)cc1OC
 : -3	-2	-5	-0.7	-16	/	0.3	-9	-6	-12
- Cn1c(=O)oc2ccccc2c1=O
 : 1	/	8	0.4	-5	-3	0.2	-2	8	-6
- CCOC(=O)/C(C#N)=C/c1c[nH]c2ccccc12
 : 3	-1	-2	0.2	-3	/	-0.5	6	-1	6
- CC(=O)c1cc(-c2ccccc2)n(CC(=O)N2CCCC2)c1C
 : 2	-2	0	-2.1	-1	/	-2.1	-6	/	-3
- CCNC(=O)c1cnn(-c2ccccc2)c1-c1ccccc1
 : -3	-3	-6	-3.2	3	2	-0.4	-4	/	0
- O=C(NCCN1CCCCC1)Nc1cccc(Cl)c1Cl
 : 1	0	-5	0.8	-3	0	0.3	/	/	-2
- N[C@@H](Cc1ccccc1)c1nnc(SC/C=C/c2ccccc2)o1
 : -4	-2	5	-0.6	0	0	-0.6	-13	-5	-4
- CCOC(=O)N1CCN(c2cc(=O)n(-c3ccc(C)cc3)c(=O)[nH]2)CC1
 : -3	/	3	0.0	11	10	1.0	-3	1	3
- O=C(COC(=O)CCC(=O)c1cccs1)NCCc1ccccc1
 : -3	8	-5	-0.5	13	-6	-0.4	19	-3	2
- CSc1ccc(S(=O)(=O)NCCSc2ccccn2)cc1
 : 3	-5	1	-2.4	-4	-3	-1.3	9	1	1
- O=C(NCC(=O)N1CCN(c2ccccc2)CC1)c1cccs1
 : -2	0	8	-1.2	3	4	2.5	4	1	5
- O=C(CSc1nnc(-c2cccc(S(=O)(=O)N3CCOCC3)c2)n1C1CCCCCC1)NCc1ccccc1
 : -2	/	-5	-0.8	-20	/	-0.1	-12	-5	-2
- COc1cc(CCC(=O)OCC(N)=O)cc(OC)c1OC
 : 5	2	-4	0.5	1	0	-0.7	6	3	4
- CC1CCCCN1Cc1ccc(-c2nn[nH]n2)cc1 (stereo unspecified)
 : 1	1	10	-0.6	1	/	1.0	-5	-9	3
- CN(C)c1ccnc(-n2cccc2/C=N/O)c1C#N
 : -2	-1	2	-0.2	3	-1	1.0	5	5	/
- Cc1ccccc1NC(=S)NCCSc1ccc(Cl)cc1
 : 0	-3	5	15	-9	0	0.2	-4	6	-2
- CC(=O)OCC(=O)Nc1ccc(Cl)cc1Cl
 : 0	-2	-3	-1.5	4	/	0.8	3	-3	0
- CNC(=O)CN1C(=O)c2cccc3cccc1c23
 : -2	-1	1	/	0	0	-0.1	-3	-48	7
- COc1ccc(C2(O)CCN(C(=O)Cc3cccnc3)CC2)cc1
 : 3	-3	-5	-0.4	-1	16	1.2	/	-2	0
- Cc1ccc(C(=O)N2CCCCCC2)cc1S(=O)(=O)Nc1ccccc1
 : 1	-6	3	-3.0	-15	1	-3.8	-14	11	5
- CCc1ccc(/C=N/NC(=O)Cc2cccn2C)cc1
 : 2	-5	-1	-1.3	-7	16	-0.9	/	-3	-4
- CCN1CCN(C(=O)c2ccccc2N(Cc2ccccc2)S(=O)(=O)c2ccc(OC)cc2)CC1
 : 4	-2	-2	0.8	-3	19	0.0	30	0	-2
- COc1ccccc1NC(=O)COC(=O)CNC(=O)c1ccc(OC)c(OC)c1
 : 2	-3	-5	/	-1	/	0.5	/	2	9
- Cc1ccc(C(=O)NC(=S)Nc2cc(-c3nc4ccccc4s3)ccc2C)cc1
 : -2	-4	-8	0.5	-12	/	1.3	54	14	5
- Cc1cccc(NC(=S)NC(=O)Cc2ccccc2)c1C
 : -4	-4	3	-1.3	0	3	1.0	/	9	-8
- CCOc1ccc(CCNC(=O)CN2C(=O)COc3ccc(S(=O)(=O)N4CCOCC4)cc32)cc1
 : 4	-2	-1	-2.6	-6	-2	0.8	5	-5	-1
- CCC(C)C(=O)Nc1nnc(SCC(=O)Nc2ccc(F)cc2)s1 (stereo unspecified)
 : -1	3	-16	-0.6	-3	-2	0.4	-7	-2	-4
- CCCNC(=O)C1CCN(S(=O)(=O)c2ccc3nc4c(c(C(=O)O)c3c2)CCCCC4)CC1
 : 1	/	-9	-0.3	-2	-2	-1.1	-5	23	0
- N/C(=N\O)C1COc2ccccc2O1 (stereo unspecified)
 : -2	-2	-4	-1.2	9	-1	0.5	/	3	2
- CCC(C)N(C(=O)COc1ccccc1C(=O)NCc1ccccc1)C1CCS(=O)(=O)C1 (stereo unspecified)
 : 0	/	-6	-1.7	-9	-2	-1.4	9	-2	1
- O=C1CCC(=O)N1c1ccccc1-c1ccccc1
 : 1	1	4	/	-3	-1	2.0	-6	3	0
- COc1ccccc1-c1nnc(SC)n1C
 : 2	/	0	-0.5	2	0	-1.5	-5	17	3
- C=CCNC(=O)CSc1nc2sc(C)c(C)c2c(=O)[nH]1
 : 3	-4	-2	-1.0	5	-3	-0.1	/	2	1
- COc1ccc(-n2c(SCC(=O)Nc3cc(C)on3)nc3c([nH]c4ccccc43)c2=O)cc1
 : -1	/	3	-1.1	9	-3	-2.7	-8	-7	13
- Cc1ccc(C(=O)O)cc1NC(=O)c1ccc2c(c1)C(=O)N(c1ccc([N+](=O)[O-])cc1)C2=O
 : 6	-6	-3	-1.0	4	-2	1.0	2	-2	0
- CCOc1cccc(CN2CCC(Oc3ccc(C(=O)N4CCCC4)cc3)CC2)c1
 : 0	-1	-7	-2.2	-5	2	-2.4	-5	8	3
- Cc1cccc(OCCCC(=O)NNC(=O)c2ccccn2)c1
 : 1	/	-4	0.2	-15	-3	0.9	-9	-2	-3
- c1coc(-c2nnc(-c3ccco3)nn2)c1
 : 0	0	-11	-1.2	-6	5	-0.5	26	-2	1
- CCN(CC)CCNC(=O)c1ccc(N2CCCCC2)c(NS(=O)(=O)c2ccc(C)cc2)c1
 : 1	-2	10	-1.3	13	3	-0.2	6	7	-5
